Polio RdRp inh = inhibitors of poliovirus RNA polymerase binding and polymerization | AID 588519 | P03300 | % elongation, % (compound at 16.7 µg/mL) | 150,000 tested, 0.66% active | poliovirus polymerase elongation, fluorescence polarization; stronger effect = lower value; in the data active = % elongation below about 90%; note: some results filed as inactive read as strong as hits
Target sequence (P03300 1749-2209 limits assumed): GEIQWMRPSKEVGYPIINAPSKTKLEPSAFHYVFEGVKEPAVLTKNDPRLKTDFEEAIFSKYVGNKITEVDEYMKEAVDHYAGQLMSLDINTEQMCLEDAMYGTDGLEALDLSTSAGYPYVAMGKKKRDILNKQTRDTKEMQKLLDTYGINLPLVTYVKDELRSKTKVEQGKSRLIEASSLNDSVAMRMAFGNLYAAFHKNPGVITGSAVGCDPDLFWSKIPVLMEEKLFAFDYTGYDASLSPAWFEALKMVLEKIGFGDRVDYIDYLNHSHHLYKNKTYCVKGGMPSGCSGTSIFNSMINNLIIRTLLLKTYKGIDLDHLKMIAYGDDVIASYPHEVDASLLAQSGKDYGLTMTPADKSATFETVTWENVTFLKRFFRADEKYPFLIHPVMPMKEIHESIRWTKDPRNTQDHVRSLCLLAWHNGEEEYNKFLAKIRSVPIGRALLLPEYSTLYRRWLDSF
Polio RdRp inh FP z-score = further read-out of Polio RdRp inh, marked with its call; z-score; measured here: FP z-score; hits read low
* hit, by the source's call; & = joins results of further samples. These rows are one share of the data, so the mix of outcomes need not match the whole.

SMILES | Polio RdRp inh | Polio RdRp inh FP z-score
O/N=C(\Cn1cncn1)c1ccc(Cl)cc1Cl | 102 | 0.1
CC(C)CCn1c(O)c(N=NC(N)=O)c2ccccc21 | 106 | 1
CCn1cc(-c2cc(C(=O)O)c3ccccc3n2)cn1 | 103 | 0.4
COc1ccc(-c2nn(C)c3sc(C(=O)N4CCN(c5cccc(Cl)c5)CC4)cc23)cc1OC | 110 | 1
CCC(Sc1nc2ncccc2o1)C(=O)Nc1ccc(OC)c(OC)c1 (stereo unspecified) | 108 | 0.4
CN(C)C(=S)Nc1ccccc1 | 108 | 0.9
Cc1ccc(C(=O)N(Cc2ccco2)Cc2ccco2)cc1 | 111 | 0.6
CCCNC(=O)c1c(C)c(C(=O)OCC)n(CC)c1C | 100 | -0.5
COc1ccc(N(CC(=O)N2CCN(c3ccccc3F)CC2)S(=O)(=O)c2c(C)noc2C)cc1 | 108 | 0.7
Cn1c(=NC(=O)c2cccc(OC(F)F)c2)sc2ccccc21 | 100 | -0.3
CCOc1ccc(CN2CCc3nc(N4CCN(c5ccccn5)CC4)ncc3C2)cc1OC | 13* | -14*
CC(C)(C)NS(=O)(=O)c1ccc(N2CCCC2=O)cc1Cl | 103 | 0.8
Cc1ccccc1OCc1nc2ccccc2c(=O)n1/N=C/c1ccco1 | 101 | -0.2
O=C(c1cc2nc(-c3ccccc3)cc(C(F)(F)F)n2n1)N1N=C(C(F)F)CC1(O)C(F)F (stereo unspecified) | 101 | -0.2
CC(C)(C)c1ccc(OCC(=O)n2ncc(C#N)c2N)c(C(C)(C)C)c1 | 100 | -0.7
CCOC(=O)N1CCN(CCC(=O)Nc2cccc(F)c2)CC1 | 102 | -0.9
BrCCOc1cccc(Br)c1 | 102 | 0.1
O=C(N/N=C/c1c[nH]c2ccccc12)c1cccc(O)c1 | 105 | 0.9
CC1=C(C(=O)N2CCOCC2)C(c2ccc(C(F)(F)F)cc2)C2=C(CCCC2=O)N1 (stereo unspecified) | 109 | 0.7
CCOc1ccc2oc(=O)cc(CN3CCN(c4cc(C)ccc4C)CC3)c2c1 | 97 | -2.7
O=C(CNS(=O)(=O)c1ccccc1F)OCc1nc2ccccc2s1 | 108 | 0.5
O=c1oc2c3c(c(Cl)cc2c2c1CCC2)OCN(Cc1ccccc1)C3 | 100 | -0.9
Cc1ccc(OCC(=O)Nc2nnc(SCc3cc(=O)n4cc(C)ccc4n3)s2)cc1 | 105 | -0.1
COc1cc2ccc(=O)oc2cc1O | 101&101 | 1&0.2
Cc1ccc(Cl)cc1N(C)C(=O)c1cc2c(-c3ccc(Cl)cc3)nn(C)c2s1 | 103 | 0.6
Nn1c(SCC(=O)c2ccc[nH]2)nnc1SCC(=O)c1ccc[nH]1 | 119 | 1.6
CCCn1c2ccccc2c2cnn(CC(=O)NCCc3cc(OC)ccc3OC)c(=O)c21 | 105 | -0.3
N#CC(=C=[N-])c1nc2ccccc2nc1-[n+]1ccccc1 | 136&103 | 3.1&0.3
COc1ccc(/C=N/N(C)C2=NCCN2)c(OC)c1OC | 100 | -0.4
COc1cc(-c2nc(Cn3nnc(C(=O)Nc4cccc(Cl)c4)c3C)c(C)o2)cc(OC)c1OC | 106 | 0.1
CSc1ccc(C2c3c(oc4ccc(F)cc4c3=O)C(=O)N2c2ccc(C)cn2)cc1 (stereo unspecified) | 107 | 0.3
Oc1ccc(Br)cc1C=Nc1cccc(-c2nc3ccccc3o2)c1 | 99 | -0.8
O=C(O)c1ccccc1N1C(=O)c2ccccc2C1=O | 102 | 0
CC1CCN(C(=O)Cn2c(=O)n(CC3CCC(C(=O)NC(C)C)CC3)c(=O)c3sccc32)CC1 (stereo unspecified) | 106 | -0.1
Cc1cccc(S(=O)Cc2ccc(C(=O)NC3CCCCCC3)o2)c1 (stereo unspecified) | 114 | 1.5
COC(=O)c1c(NC(=O)c2cc(=O)c3c(C)cc(C)cc3o2)sc2c1CCCC2 | 110 | 0.5
CCN(CC)C(=O)c1ccc2nc(N)sc2c1 | 103 | 0.5
COc1ccc(-c2csc(N)n2)cc1C | 102 | 0.1
Fc1ccc(-c2nnc(Cc3nnc(-c4ccc(F)cc4)o3)o2)cc1 | 102 | 0.7
COc1ccccc1NC(=O)Cc1nn(C)c(=O)c2ccccc12 | 102 | 0.2
Cc1cn2c(=O)cc(COC(=O)c3cccc(NC(=O)COc4ccccc4C)c3)nc2s1 | 110 | 1
Cc1cc(NS(=O)(=O)c2ccc3oc(=O)c4ncn(C)c4c3c2)ccc1Br | 101 | -0.3
CC1CCN(S(=O)(=O)N2CCCC(C(=O)Nc3ccccc3C(=O)c3ccccc3)C2)CC1 (stereo unspecified) | 105 | 1.6
CCN(C)CC12CC3CC(CC(C3)C1)C2 | 101 | -0.1
Cc1c(N=C2C(=O)N(C(C)C)c3ccccc32)c(=O)n(-c2ccccc2)n1C | 103 | 0
CCCCc1nc2ccccc2n1CC(=O)Nc1sc2c(c1C(N)=O)CCCC2 | 101 | -0.1
CCN(CC)CCCNC(=O)c1ccc2c(Cl)c3c(nc2c1)CCCC3 | 97 | -0.6
COc1ccc2cc3cc(C(=O)N(C)c4cccc(C)c4)oc3nc2c1 | 102 | -0.1
Cc1ccc(Nc2sc(C(=O)c3ccccc3)c(N)c2S(=O)(=O)c2ccccc2)c(C)c1 | 111 | 0.9
CN(C)CCn1c(=O)c2[nH]cnc2n(C)c1=O | 104 | 0.8
CCOC(=O)C1CCCN(C(=O)c2sc3nc(-c4ccc(OC)cc4)cn3c2C)C1 (stereo unspecified) | 102 | 0.2
CCc1ccc(-n2cnc3ccccc3c2=O)cc1 | 104 | 1.1
Cc1ccc(N)cc1N(C)C | 100 | -0.5
CN(CC(=O)NCCc1ccc(F)cc1)Cc1ccccc1 | 101 | 0
CSc1ccccc1NC(=O)CN(C)CN1C(=O)C2CC=CCC2C1=O (stereo unspecified) | 103 | 0.1
CC(C)OC(=O)Cn1cnc2ccc(Br)cc2c1=O | 103 | 0.3
Cc1cccc(OCc2nc(CC(=O)Nc3ccc(C)c(C)c3)cs2)c1 | 106 | -0.2
CCc1cccc(NC(=O)C2=C(C)C(=O)OC23CCCCC3)c1 | 101 | -0.3
CCOC(=O)c1c(N)sc(SC#N)c1-c1ccccc1 | 97 | -0.2
CC(=O)Nc1ccc(NC(=O)CSc2nc3ccccc3nc2N2CCOCC2)cc1 | 106 | 0.3

Next results follow.
SMILES | Polio RdRp inh | Polio RdRp inh FP z-score
CC1=C(C(=O)Nc2ccccn2)C(c2ccc(C)cc2)C2=C(CC(C)(C)CC2=O)N1 (stereo unspecified) | 103 | 0.3
Cc1cccc(C)c1NC(=O)N1CCC(C(N)=O)(N2CCCCC2)CC1 | 105 | -0.3
CC1CCN(CC(=O)Nc2ccc(S(=O)(=O)N3CCCCC3)cc2)CC1 | 101 | -0.1
CC(C)NC(=O)C1CCCN(S(=O)(=O)c2ccc3c(ccn3C)c2)C1 (stereo unspecified) | 108 | 0.5
CCOC(=O)c1c(NC(=O)c2ccc(Cl)cc2Cl)n[nH]c1N | 96 | -0.4
COc1ccccc1C(=O)N1CCN(Cc2cc(=O)oc3cc(C)ccc23)CC1 | 108 | 0.2
CC(=O)N1c2ccc(S(=O)(=O)N3CCN(c4cccc(Cl)c4)CC3)cc2CC1C (stereo unspecified) | 107 | -0.6
O=C(O)CN1C(=O)/C(=N\N2C(=O)CSC2=S)c2ccccc21 | 106 | 1.6
c1cc(CNC2CCCCC2)co1 | 102 | 0.1
CCNS(=O)(=O)c1cc(OC)c(Cl)cc1OC | 102 | 1.1
COc1ccc(C(CN(C)C)C2(O)CCCCC2)cc1 (stereo unspecified) | 102 | 0.4
CC(=O)Nc1ccc(C(=O)CSc2nnc(-c3cccc(Br)c3)o2)cc1 | 102 | 0.4

The closing two compounds of the part above are carried over, then new ones follow.
SMILES | Polio RdRp inh | Polio RdRp inh FP z-score
COc1ccc(C(CN(C)C)C2(O)CCCCC2)cc1 (stereo unspecified) | 102 | 0.4
CC(=O)Nc1ccc(C(=O)CSc2nnc(-c3cccc(Br)c3)o2)cc1 | 102 | 0.4
COc1cc(C(=O)OC(C)C#N)cc(Br)c1O (stereo unspecified) | 98 | -1
Cc1ccc2c(c1)NC(C1CC1)=NC(c1ccc(F)cc1)=N2 | 100 | -1
O=C1CN(c2ccccc2)C(=O)C1C(=O)Nc1ccccc1 (stereo unspecified) | 100 | -0.2
CC(NC(=O)C1CCCN(S(=O)(=O)N2CCCCC2)C1)C12CC3CC(CC(C3)C1)C2 (stereo unspecified) | 104 | 0.7
O=C(NC1CCN(C(=O)NCc2ccccc2)CC1)c1ccco1 | 102 | 0.2
Cc1ccc(C23CCC(=O)N2C(C(=O)N2CCN(c4ccc(F)cc4)CC2)CS3)cc1 (stereo unspecified) | 105 | 0.3
COc1ccccc1CNCC(=O)NCc1ccc(C)cc1 | 102 | 0
CC(=O)Nc1ccc(S(=O)(=O)NCC2CCC(C(=O)NCCc3ccccc3)CC2)cc1 (stereo unspecified) | 106 | 0.2
Cc1ccc(C(=O)N/N=C2\CC3CC=CC23)c(C)c1 (stereo unspecified) | 99 | -0.1
Cc1cc(N)c2ccccc2n1 | 102 | 0.2
CC1Sc2ccc(C(=O)O)cc2NC1=O (stereo unspecified) | 101 | -0.8
Cc1ccc(NC(=O)CC2Oc3ccc(C)cc3NC2=O)c(C)c1 (stereo unspecified) | 105 | 0.4

Entries of single compounds, quoted from the list. Values in the order: Polio RdRp inh	Polio RdRp inh FP z-score
Cc1ccc(C(=O)N/N=C2\CC3CC=CC23)c(C)c1 (stereo unspecified) across the screens: 99	-0.1
Cc1ccc(C23CCC(=O)N2C(C(=O)N2CCN(c4ccc(F)cc4)CC2)CS3)cc1 (stereo unspecified) across the screens: 105	0.3
Cc1ccc2c(c1)NC(C1CC1)=NC(c1ccc(F)cc1)=N2 across the screens: 100	-1
CC(=O)Nc1ccc(S(=O)(=O)NCC2CCC(C(=O)NCCc3ccccc3)CC2)cc1 (stereo unspecified) across the screens: 106	0.2
Cc1cc(N)c2ccccc2n1 across the screens: 102	0.2

Next compounds follow:
SMILES | Polio RdRp inh | Polio RdRp inh FP z-score
Cc1c(C(=O)NC(=S)Nc2ccc(Br)cn2)oc2ccccc12 | 102 | 0
O=C(CSCc1ccc(F)cc1)N1CCN(c2ccccc2F)CC1 | 105 | -1.3
COc1ccc(C(=O)N2c3ccc(C)cc3C(C)(c3ccccc3)CC2(C)C)cc1 (stereo unspecified) | 105 | 0.4
CC(C)(ONC(=O)Nc1ccccc1Cl)C(=O)O | 103 | 0.4
CC1O[C@@H](OC2/C=C/C=C/C=C/C=C/C[C@@H](C)OC(=O)/C=C/[C@H]3O[C@@H]3C[C@H](O)C[C@]3(O)C[C@H](O)[C@@H](C(=O)O)[C@H](C2)O3)C(O)C(N)[C@@H]1O (stereo partly specified) | 99 | -0.2
CN1C(=O)/C(=C\c2cccc(C(F)(F)F)c2)c2ccccc21 | 102 | -0.2
COc1ccc(C(CNS(=O)(=O)c2cccc(C(=O)O)c2)N2CCCC2)cc1 (stereo unspecified) | 100 | -0.2
CCCC(=O)Nc1cc(C)c(NC(=O)CCC)cn1 | 101 | -0.2
Cc1ccc(/C=[N+](\[O-])c2ccc(N(C)C)cc2)c2nsnc12 | 100 | -0.8
C=CCN(CC=C)CC(O)Cn1c(-c2ccc(OC)cc2)cc2ccccc21 (stereo unspecified) | 103 | 0.4
NC(=O)CN1C2CCC1CC(NC(=O)C1CC1)C2 (stereo unspecified) | 99 | -0.6
CN(C)c1ccc(/C=C(\C#N)c2nc3ccccc3c(=O)[nH]2)cc1 | 142 | 4.6
CN(c1ccc(O)cc1)c1nc(-c2cccnc2)cs1 | 105 | 0.1
Cc1ccc(C)n1-c1c(C)n(C)n(-c2ccccc2)c1=O | 103 | 0.2
COc1cc(/C=C(\C#N)c2nc3ccccc3n2C)cc(OC)c1OC | 105 | 0
Cc1ccc(SCC2=NNC(=O)C2)cc1 | 99 | -1
CSc1nc(NCCOC(=O)c2ccco2)c(C#N)c(-c2ccc(C(C)(C)C)cc2)n1 | 101 | -0.5
COc1ccc(NC(=O)CN(c2cccc(C)c2C)S(=O)(=O)c2ccccc2)cc1OC | 105 | -0.1
CCOC(=O)c1[nH]c(COC(=O)CCc2ccccc2)c(C(=O)OCC)c1C | 101 | -0.4
Nc1cc(N)nc(SCC(=O)c2ccccc2)n1 | 100 | -0.3
CC(C)(C)OC(=O)N1CCC(c2c(C(=O)N3CCN(C(=O)c4ccco4)CC3)cnn2-c2ccccc2Cl)CC1 | 98 | -1.2
CC(C)Oc1ccc(C(=O)N2CCN(CCc3ccccn3)CC2)cc1 | 103 | -0.3
NCCc1cnn(-c2ccccc2)c1 | 106 | 1.3
O=C(COc1nsnc1N1CCOCC1)c1ccccc1 | 97 | -1.9

Retrieved by structure from the list above:
SMILES | Polio RdRp inh | Polio RdRp inh FP z-score
CSc1nc(NCCOC(=O)c2ccco2)c(C#N)c(-c2ccc(C(C)(C)C)cc2)n1 | 101 | -0.5
COc1cc(/C=C(\C#N)c2nc3ccccc3n2C)cc(OC)c1OC | 105 | 0

The list goes on.
SMILES | Polio RdRp inh | Polio RdRp inh FP z-score
Cc1ccc(N2CCn3c2nc2c3c(=O)n(C/C=C/c3ccccc3)c(=O)n2C)cc1C | 104 | -0.4
COc1cccc(OC)c1OC(=O)c1cccc(S(=O)(=O)N(C)OC)c1 | 102 | -0.1
COc1ccc(CCN(C)C(=S)NN)cc1OC | 113 | 1.1
CC1CCCN(C(c2ccc(F)cc2)c2c(O)[nH]c(=O)[nH]c2=O)C1 (stereo unspecified) | 101 | 0
